Screening results: PubChem, several laboratories
GPR35 arrestin U2OS: GPR35 antagonists blocking zaprinast-driven arrestin recruitment, primary screen, imaging, U2OS, beta-arrestin-GFP, zaprinast agonist (AID 2058); U2OS GPR35 beta-arrestin-GFP translocation imaging, zaprinast antagonism; higher % means a stronger effect; hit rate 0.052% among 290,000; inhibition, % at 10 µM, or IC50 in µM where a hit was titrated;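 active = inhibition of at least 50% with at least 30 cells and total cytoplasm GFP at most 10,000,000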
K1F lysis inhibition: inhibition of K1F phage lysis, E. coli UTI89, bacterial capsule biogenesis inhibitors, alamar blue (AID 488966); hit rate 0.02% among 340,000; E. coli UTI89 K1F phage lysis, alamar blue, 2 h; higher % means a stronger effect; one-dose inhibition, % at 100 µM; IC50 in µM for titrated hits;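 active = phage lysis inhibition, versus mean bacterial control, above a set limit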;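 note: capsule biogenesis inhibitors block K1F phage lysis so surviving cells raise fluorescence; higher fluorescence means more inhibition of phage lysis; actives were called in the ten point dose series up to 300 µM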
WT yeast gro inh: growth inhibition of WT strain, primary screen, mitochondrial fusion inhibitor project, WT and mutant strains, chemical genetic. mitochondrial fusion phenotypic screen. inhibition, % at 10 µM. hit rate 2.1% among 190,000; in the data active = inhibition above about 58%; tested in S. cerevisiae
AID2073: inhibitors of Mint1-CaV2.2 protein interaction, biochemical, HTRF (AID 2073). Voltage-dependent N-type calcium channel subunit alpha-1B (Homo sapiens). HTRF protein-protein interaction, Mint1-CaV2.2; higher % means a stronger effect. inhibition, % at 20 µM, or IC50 in µM where a hit was titrated. hit rate 0.19% among 290,000; in the data active = inhibition mostly above about 51%, no sharp cut-off; note: some results filed as inactive read as strong as hits
NTR1 ag: agonists of NTR1, primary screen, imaging, U2OS cells, beta-arrestin-GFP, high content (AID 493036); activation, % at 20 µM; Neurotensin receptor type 1 (Homo sapiens), P30989; NTR1-U2OS beta-arrestin-GFP spot imaging, agonist mode; hit rate 0.17% among 330,000;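 active = activation at or above 40% of the spot to cytoplasm intensity ratio, with at least 20 cells analyzed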;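 note: 0% = DMSO without peptide and 100% = 100 nM NTR1 peptide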
Target sequence (P30989 whole entry, looked up): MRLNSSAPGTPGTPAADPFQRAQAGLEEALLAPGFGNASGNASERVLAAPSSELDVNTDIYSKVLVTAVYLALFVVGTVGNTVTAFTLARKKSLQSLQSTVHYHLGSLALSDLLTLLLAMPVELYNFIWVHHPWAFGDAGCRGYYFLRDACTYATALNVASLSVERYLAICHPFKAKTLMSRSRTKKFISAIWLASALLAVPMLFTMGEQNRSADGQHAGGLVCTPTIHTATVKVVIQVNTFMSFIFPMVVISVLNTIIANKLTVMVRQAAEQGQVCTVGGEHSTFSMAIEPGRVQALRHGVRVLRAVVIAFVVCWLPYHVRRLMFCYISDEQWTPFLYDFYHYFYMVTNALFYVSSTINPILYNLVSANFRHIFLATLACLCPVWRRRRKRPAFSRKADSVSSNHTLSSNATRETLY
NS5 inhibitors: Dengue-2 NS5 methyltransferase inhibitors, primary screen, biochemical, confirmation dose response (AID 588689); Genome polyprotein (Dengue virus type 2 (strain 16681-PDK53)); Dengue-2 NS5 methyltransferase capping enzyme assay, biochemical; higher % means a stronger effect; inhibition, % at 25 µM, or IC50 in µM where a hit was titrated; hit rate 0.3% among 340,000; in the data active = a potency from the dose series
RSV antiviral HEp-2: RSV antiviral activity via CPE protection, HEp-2 cells, primary 10 µM value included (AID 2391) | hit rate 0.13% among 310,000 | HEp-2 cells, RSV-induced CPE inhibition; higher % means a stronger effect | CPE inhibition, % at 10 µM, or IC50 in µM where a hit was titrated; in the data active = a potency from the dose series; note: strong numbers were not always called active
Autophagy HCS: autophagy modulators in MEF cells, primary screen, imaging, high-content, MEF GFP-LC3. MEF GFP-LC3 puncta imaging; test concentration mostly 10 µM. calls only at 10 µM (by protocol). hit rate 0.98% among 190,000. AID 463193, 2010;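 active = percentage of spot-positive cells more than 3 SD above its plate mean, without a fluorescence outlier flag or 80% toxicity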;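 note: spot-positive cell cutoff set from DMSO-treated cells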
LYP phosphatase: inhibitors of LYP phosphatase, biochemical, fluorescence intensity, uHTS (AID 1779); hit rate 0.054% among 290,000; inhibition, % at 11.5 µM; hits with a dose series show IC50 in µM; Tyrosine-protein phosphatase non-receptor type 22 (Homo sapiens); recombinant LYP phosphatase, fluorescence intensity; higher % means a stronger effect; in the data active = inhibition above about 50%;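 note: plate controls were vehicle with enzyme for no effect and no enzyme for full effect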
WT yeast gro inh mutant strain: also measured in WT yeast gro inh; calls as there; inhibition, %; mitochondrial fusion phenotypic screen, mutant strain inhibition
Autophagy HCS cell loss 18 h: recorded beside Autophagy HCS, whose call it bears; toxicity, %; measured here: cell loss, nuclei count;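 cell loss after 18 h compound exposure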
NTR1 ag cell count 20 µM: second read-out of NTR1 ag, no call of its own (marks repeat the call); cell count; measured here: cell count, cytotoxicity flag
* = called active by the depositor; [ ] = another dose, or the depositor's remark.

Results for CCN1CCN(C(=O)c2nn(-c3ccccc3)c(=O)c3ccccc23)CC1 ?
GPR35 arrestin U2OS: -16%; K1F lysis inhibition: 2.7%; WT yeast gro inh: 1; AID2073: 0%; NTR1 ag: -0.6; NS5 inhibitors: -5%; RSV antiviral HEp-2: 0.3%; Autophagy HCS: inactive; LYP phosphatase: -8%; WT yeast gro inh mutant strain: -7; Autophagy HCS cell loss 18 h: -6; NTR1 ag cell count 20 µM: 45

Results for O=C(O)/C=C/c1ccc2c(c1)OCCO2 ?
GPR35 arrestin U2OS: 5%; K1F lysis inhibition: 0.4%; AID2073: 0%; NTR1 ag: 1.4; NS5 inhibitors: -1%; RSV antiviral HEp-2: 0.0%; LYP phosphatase: -3%; NTR1 ag cell count 20 µM: 72

How did Fc1ccc(CN(Cc2ccccc2)C(c2cccs2)c2nnnn2C2CCCCC2)cc1 (stereo not given) do in these assays?
GPR35 arrestin U2OS: -5%; K1F lysis inhibition: 1.9%; WT yeast gro inh: -1; AID2073: 12%; NTR1 ag: -0.6; NS5 inhibitors: -9%; RSV antiviral HEp-2: 2.1%; Autophagy HCS: inactive; LYP phosphatase: -4%; WT yeast gro inh mutant strain: 0; Autophagy HCS cell loss 18 h: -4; NTR1 ag cell count 20 µM: 66

How did C[C@@]12CC(=O)NC1N(C(=O)c1ccccc1)C(c1ccccc1OC(=O)c1ccccc1)C2 (stereo not given in full) do in these assays?
GPR35 arrestin U2OS: -1%; K1F lysis inhibition: 3.9%; WT yeast gro inh: 17; AID2073: -12%; NTR1 ag: 2.0; NS5 inhibitors: -5%; RSV antiviral HEp-2: 1.2%; Autophagy HCS: inactive; LYP phosphatase: -9%; WT yeast gro inh mutant strain: 13; Autophagy HCS cell loss 18 h: 39; NTR1 ag cell count 20 µM: 72

How did CN(C)S(=O)(=O)c1ccc(C(=O)NCc2ccccn2)cc1 do in these assays?
GPR35 arrestin U2OS: 5%; K1F lysis inhibition: -1.9%; WT yeast gro inh: -4; AID2073: -1%; NTR1 ag: 1.5; NS5 inhibitors: 2%; RSV antiviral HEp-2: 0.2%; Autophagy HCS: inactive; LYP phosphatase: -13%; WT yeast gro inh mutant strain: 7; Autophagy HCS cell loss 18 h: 10; NTR1 ag cell count 20 µM: 37

How did CCCCn1c(=O)[nH]c(=O)c2c1nc(CN(C)Cc1cccc(OC)c1OC)n2CCC do in these assays?
GPR35 arrestin U2OS: -6%; K1F lysis inhibition: 0.2%[50 µM]; AID2073: -3%; NS5 inhibitors: 0%; RSV antiviral HEp-2: 1.8%; LYP phosphatase: -4%

What do the screens show for `COc1ccc(NC(C)=O)cc1S(=O)(=O)N1CCN(Cc2cccs2)CC1`?
K1F lysis inhibition: 0.5%[50 µM]; NTR1 ag: 3.0; NS5 inhibitors: -6%; RSV antiviral HEp-2: 2.3%; NTR1 ag cell count 20 µM: 54

How did CN1C(=O)CSc2ccc(NC(=O)N3CCc4ccccc43)cc21 do in these assays?
GPR35 arrestin U2OS: -10%; K1F lysis inhibition: -0.2%; WT yeast gro inh: 3; AID2073: 3%; NTR1 ag: 1.5; NS5 inhibitors: -1%; RSV antiviral HEp-2: 0.6%; Autophagy HCS: inactive; LYP phosphatase: -15%; WT yeast gro inh mutant strain: -7; Autophagy HCS cell loss 18 h: -1; NTR1 ag cell count 20 µM: 51

What do the screens show for `Cc1ccc(OCC(=O)NCCc2nc3ccccc3[nH]2)c(C)c1`?
GPR35 arrestin U2OS: -17%; K1F lysis inhibition: -2.1%; WT yeast gro inh: -5; AID2073: 5%; NTR1 ag: 0.2; NS5 inhibitors: -9%; RSV antiviral HEp-2: 6.3%; Autophagy HCS: inactive; LYP phosphatase: -8%; WT yeast gro inh mutant strain: 16; Autophagy HCS cell loss 18 h: -4; NTR1 ag cell count 20 µM: 53

What do the screens show for `COC(=O)c1ccc(COc2cccc3c2CCN(Cc2cccc(C)c2)C3=O)o1`?
GPR35 arrestin U2OS: -4%; K1F lysis inhibition: -1.8%; WT yeast gro inh: -12; AID2073: 7%; NTR1 ag: -0.6; NS5 inhibitors: -5%; RSV antiviral HEp-2: 2.2%; Autophagy HCS: inactive; LYP phosphatase: -3%; WT yeast gro inh mutant strain: -5; Autophagy HCS cell loss 18 h: 2; NTR1 ag cell count 20 µM: 51

Results for COc1ccc(-n2c(SCC(=O)Nc3ccccc3)nnc2-c2ccoc2C)cc1 ?
K1F lysis inhibition: -0.1%; WT yeast gro inh: -18; NTR1 ag: -0.2; NS5 inhibitors: -4%; RSV antiviral HEp-2: 1.5%; Autophagy HCS: inactive; WT yeast gro inh mutant strain: -4; Autophagy HCS cell loss 18 h: 2; NTR1 ag cell count 20 µM: 77

What do the screens show for `COc1ccc2cc(C(c3nnnn3CCc3ccccc3)N3CCCC(C)C3)c(=O)[nH]c2c1` (stereo not given)?
GPR35 arrestin U2OS: 0%; K1F lysis inhibition: 2.1%; WT yeast gro inh: 34; AID2073: 34%; NTR1 ag: 2.2; NS5 inhibitors: 6%; RSV antiviral HEp-2: 5.8%; Autophagy HCS: inactive; LYP phosphatase: -4%; WT yeast gro inh mutant strain: 28; Autophagy HCS cell loss 18 h: 12; NTR1 ag cell count 20 µM: 42

How did CC(C)N1C(=O)N(c2ccc(Cl)cc2)C(C)(O)CC1(C)C (stereo not given) do in these assays?
GPR35 arrestin U2OS: 0%; K1F lysis inhibition: 1.7%; AID2073: 1%; NTR1 ag: 1.3; NS5 inhibitors: -10%; RSV antiviral HEp-2: 0.2%; LYP phosphatase: -7%; NTR1 ag cell count 20 µM: 52

What do the screens show for `COc1ccc(OCCSc2ncc(CO)n2C)cc1`?
GPR35 arrestin U2OS: 7%; K1F lysis inhibition: 0.0%; AID2073: -6%; NTR1 ag: 0.4; NS5 inhibitors: -8%; RSV antiviral HEp-2: 1.2%; LYP phosphatase: -6%; NTR1 ag cell count 20 µM: 96

Results for Cc1csc(NC(=O)/C=C/c2ccco2)n1 ?
GPR35 arrestin U2OS: -4%; K1F lysis inhibition: 0.4%[50 µM]; WT yeast gro inh: 1; AID2073: 44%; NTR1 ag: 1.9; NS5 inhibitors: -4%; RSV antiviral HEp-2: 5.1%; Autophagy HCS: inactive; LYP phosphatase: 6%; WT yeast gro inh mutant strain: -7; Autophagy HCS cell loss 18 h: 15; NTR1 ag cell count 20 µM: 72

Retrieved by structure from above:
How did Fc1ccc(CN(Cc2ccccc2)C(c2cccs2)c2nnnn2C2CCCCC2)cc1 (stereo not given) do in these assays?
GPR35 arrestin U2OS: -5%; K1F lysis inhibition: 1.9%; WT yeast gro inh: -1; AID2073: 12%; NTR1 ag: -0.6; NS5 inhibitors: -9%; RSV antiviral HEp-2: 2.1%; Autophagy HCS: inactive; LYP phosphatase: -4%; WT yeast gro inh mutant strain: 0; Autophagy HCS cell loss 18 h: -4; NTR1 ag cell count 20 µM: 66

How did CC(C)N1C(=O)N(c2ccc(Cl)cc2)C(C)(O)CC1(C)C (stereo not given) do in these assays?
GPR35 arrestin U2OS: 0%; K1F lysis inhibition: 1.7%; AID2073: 1%; NTR1 ag: 1.3; NS5 inhibitors: -10%; RSV antiviral HEp-2: 0.2%; LYP phosphatase: -7%; NTR1 ag cell count 20 µM: 52

Remaining list, next part.
Results for Cc1nc2sc(C(c3cccc(F)c3)N3CCOCC3)c(O)n2n1 (stereo not given) ?
GPR35 arrestin U2OS: 11%; K1F lysis inhibition: 1.3%; WT yeast gro inh: 0; AID2073: 2%; NTR1 ag: -1.3; NS5 inhibitors: 18%; RSV antiviral HEp-2: -0.1%; Autophagy HCS: inactive; LYP phosphatase: -12%; WT yeast gro inh mutant strain: -9; Autophagy HCS cell loss 18 h: -10; NTR1 ag cell count 20 µM: 62

Results for Cc1cc(C)c(C)c(S(=O)(=O)N2CCN(C(=O)c3ccc4c(=O)n5c(nc4c3)CCC5)CC2)c1C ?
K1F lysis inhibition: 0.5%[50 µM]; NTR1 ag: 1.5; NS5 inhibitors: 8%; RSV antiviral HEp-2: -0.4%; NTR1 ag cell count 20 µM: 74

Results for CNC(=S)N1N=C(c2ccc(C)cc2)CC1c1ccc(OC)c(OC)c1 (stereo not given) ?
GPR35 arrestin U2OS: -1%; K1F lysis inhibition: 0.7%[50 µM]; WT yeast gro inh: 23; AID2073: -10%; NTR1 ag: -0.1; NS5 inhibitors: -3%; RSV antiviral HEp-2: 1.4%; Autophagy HCS: inactive; LYP phosphatase: 3%; WT yeast gro inh mutant strain: -7; Autophagy HCS cell loss 18 h: -1; NTR1 ag cell count 20 µM: 76

Results for Cc1ccc2nc(SCC(=O)O)nc(C)c2c1 ?
GPR35 arrestin U2OS: -2%; K1F lysis inhibition: -3.2%; WT yeast gro inh: -15; AID2073: 0%; NTR1 ag: -0.5; NS5 inhibitors: -5%; RSV antiviral HEp-2: -1.7%; Autophagy HCS: inactive; LYP phosphatase: -9%; WT yeast gro inh mutant strain: -1; Autophagy HCS cell loss 18 h: -4; NTR1 ag cell count 20 µM: 45

Results for O=C(Nc1cccnc1)c1cc(-c2cccnc2)nc2ccc(Br)cc12 ?
GPR35 arrestin U2OS: -8%; K1F lysis inhibition: -2.4%; WT yeast gro inh: 30; AID2073: 27%; NTR1 ag: 9.3; NS5 inhibitors: 2%; RSV antiviral HEp-2: 1.8%; Autophagy HCS: inactive; LYP phosphatase: 3%; WT yeast gro inh mutant strain: -3; Autophagy HCS cell loss 18 h: 21; NTR1 ag cell count 20 µM: 58

What do the screens show for `Cc1c(-c2nc(-c3ccncc3)no2)cccc1[N+](=O)[O-]`?
GPR35 arrestin U2OS: -3%; K1F lysis inhibition: -0.2%; AID2073: -7%; NTR1 ag: -1.0; NS5 inhibitors: 4%; RSV antiviral HEp-2: -0.8%; LYP phosphatase: -8%; NTR1 ag cell count 20 µM: 42

Results for CN1C(=O)c2cccc(NCCCCCCN3C(=O)c4ccccc4C3=O)c2C1=O ?
GPR35 arrestin U2OS: -20%; K1F lysis inhibition: 1.6%[50 µM]; WT yeast gro inh: 8; AID2073: 26%; NTR1 ag: 3.5; NS5 inhibitors: 4%; RSV antiviral HEp-2: 2.0%; Autophagy HCS: inactive; LYP phosphatase: -3%; WT yeast gro inh mutant strain: -27; Autophagy HCS cell loss 18 h: 0; NTR1 ag cell count 20 µM: 68

How did COC(=O)c1c(-c2ccc(SC)cc2)sc2ccccc12 do in these assays?
K1F lysis inhibition: 0.4%; NTR1 ag: 8.0; NS5 inhibitors: 1%; RSV antiviral HEp-2: 2.4%; NTR1 ag cell count 20 µM: 83

How did COc1cc2[nH]c3c(=O)n(CCN4CCCCC4)cnc3c2cc1OC do in these assays?
GPR35 arrestin U2OS: 0%; K1F lysis inhibition: -3.7%; WT yeast gro inh: 3; AID2073: 7%; NTR1 ag: 1.0; NS5 inhibitors: 4%; RSV antiviral HEp-2: 0.6%; Autophagy HCS: inactive; LYP phosphatase: -14%; WT yeast gro inh mutant strain: 7; Autophagy HCS cell loss 18 h: 10; NTR1 ag cell count 20 µM: 61
